Vif-A3G inh = inhibitors of Vif-APOBEC3G interaction | Q9HC16 | Potency, µM (titrated, usually from 46.1 µM), inactives show top-dose activity, negative = active, hits mostly inhibitors | HeLa A3G-eYFP + Vif (tagged APOBEC3G with the HIV-1 protein that degrades it), YFP fluorescence, overnight | 410,000 compounds, 0.076% hits;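 further: potency means the concentration at half of the fitted maximal effect; on the % scale 0 is the no-effect control and ±100 the full control effect; nearly all actives have a fitted effect of over 60% in size; hits raise eYFP signal because A3G escapes Vif-driven loss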
Target sequence (Q9HC16 whole entry, looked up): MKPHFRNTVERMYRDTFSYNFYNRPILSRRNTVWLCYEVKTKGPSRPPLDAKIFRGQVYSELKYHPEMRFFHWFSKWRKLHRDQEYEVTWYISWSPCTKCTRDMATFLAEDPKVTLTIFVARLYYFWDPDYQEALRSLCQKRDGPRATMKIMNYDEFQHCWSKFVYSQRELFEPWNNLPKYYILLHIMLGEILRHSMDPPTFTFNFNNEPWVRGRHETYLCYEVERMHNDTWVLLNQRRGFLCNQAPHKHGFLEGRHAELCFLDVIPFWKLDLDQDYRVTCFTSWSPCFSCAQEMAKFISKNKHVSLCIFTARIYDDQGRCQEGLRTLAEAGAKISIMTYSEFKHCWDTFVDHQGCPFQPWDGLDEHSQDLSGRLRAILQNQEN
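HeLa cells stably expressing Vif and C-terminally eYFP-tagged A3G, seeded overnight at 37 deg C, then exposed to compound by pintool overnight at 37 deg C. Rise in yellow fluorescence (Ex 488/Em 500-530, Acumen) marks blocked Vif-driven A3G degradation.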
mIDH1 inhibitor = human IDH1 R132H inhibition; IDH1-R132H enzyme, NADPH consumption, diaphorase/resazurin fluorescence; O75874; AID 602179; Potency, µM (doses to about 76.6 µM), without a hit: at the top dose activity change, negative = inhibition, most hits filed as inhibitors; 390,000 compounds, 0.093% hits; further: potency means the concentration at half of the fitted maximal effect; on the % scale 0 is the no-effect control and ±100 the full control effect; nearly all actives have a fitted effect of over 65% in size
Target sequence (O75874 whole entry R132H, stated change not applied): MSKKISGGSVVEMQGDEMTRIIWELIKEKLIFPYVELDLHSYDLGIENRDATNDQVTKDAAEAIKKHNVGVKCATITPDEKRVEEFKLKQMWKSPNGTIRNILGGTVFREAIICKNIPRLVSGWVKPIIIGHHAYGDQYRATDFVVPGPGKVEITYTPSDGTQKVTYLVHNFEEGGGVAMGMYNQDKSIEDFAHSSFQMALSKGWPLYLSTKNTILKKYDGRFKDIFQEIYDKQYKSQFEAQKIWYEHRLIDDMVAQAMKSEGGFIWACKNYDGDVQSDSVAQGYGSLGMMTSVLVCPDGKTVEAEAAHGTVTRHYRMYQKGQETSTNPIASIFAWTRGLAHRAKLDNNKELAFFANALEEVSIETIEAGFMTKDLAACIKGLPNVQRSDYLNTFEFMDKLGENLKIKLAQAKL
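IDH1-R132H (0.5 ug/mL dispensed) in pH 7.5 Tris buffer was preincubated 30 min with compound, then given a substrate mix of 0.016 mM NADPH and 2 mM alpha-KG for 80 min at room temperature; remaining NADPH was read by diaphorase/resazurin fluorescence.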
LDHA inh = inhibitors of human lactate dehydrogenase A; P00338; purified LDHA, NADH/diaphorase-resazurin fluorescence; active compounds read low; activity change, % (values are at about 110 or 230 µM); 480,000 compounds, 0.15% hits; AID 1347041; in the data active means activity change below about -30%; inconclusive means mostly about -25% to -30%;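 further: plate controls were DMSO wells for no effect and wells without enzyme for full effect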
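Human LDH5 at 2 nM final in Tris HCl pH 7.4 with 0.06 mM NADH and 0.2 mM pyruvate, reacted 5 minutes at room temperature. Remaining NADH coupled via diaphorase/resazurin; resorufin fluorescence read at 0 and 20 minutes, normalized to enzyme-free and DMSO wells.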
RGS4 inhibitor = blocks human RGS4-accelerated GTP hydrolysis | Transcreener GDP fluorescence polarization, RGS4-accelerated GTP hydrolysis | Potency, µM (highest dose often 114 µM), without a hit: at the highest dose activity change, negative = inhibition, actives largely listed as inhibitors | 390,000 compounds, 0.039% hits; further: potency means the concentration at half of the fitted maximal effect; on the % scale 0 is the no-effect control and ±100 the full control effect; nearly all actives have a fitted effect of over 75% in size; some results filed as inactive show a strong effect at the top dose
Target sequence (P49798 whole entry, looked up): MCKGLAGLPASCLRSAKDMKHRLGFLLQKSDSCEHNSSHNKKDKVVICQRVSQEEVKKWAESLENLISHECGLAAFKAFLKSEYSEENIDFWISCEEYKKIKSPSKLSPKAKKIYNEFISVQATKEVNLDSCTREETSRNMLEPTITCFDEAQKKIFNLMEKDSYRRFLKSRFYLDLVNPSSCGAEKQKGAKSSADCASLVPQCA
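MLSMR compounds (23 nl, pin-transferred) preincubated 10 min at room temperature with a 500nM (2x) first reagent, then RGS4 at 900nM (2x) plus Transcreener GDP mix added; fluorescence polarization (620/688 nm) read before and after 90 min at 30 °C.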
Vif-APOBEC3F blk = blocks the Vif interaction with APOBEC3F | HeLa A3F-eYFP + Vif (tagged APOBEC3F with the HIV-1 protein that degrades it), YFP fluorescence increase | AID 602313 | 390,000 compounds, 0.2% hits | Potency, µM (highest dose often 46.1 µM), inactives show top-dose activity, negative = active; further: potency means the concentration at half of the fitted maximal effect; % of control where 0% means no effect; nearly all actives have a fitted effect of over 65% in size
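Fluorescence increase (Ex 488/Em 500-530) after overnight compound treatment at 37 deg C flags inhibition of Vif-driven A3F-eYFP loss in stable HeLa A3F-eYFP/Vif cells seeded overnight beforehand.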
TrxR1 substrate = rat thioredoxin reductase 1 substrate activity. O89049. AID 588456. purified TrxR1 substrate turnover, NADPH consumption readout. Potency, µM (highest dose often 114 µM), inactives show at the top dose activity change, negative = substrate turnover. 390,000 compounds, 0.01% hits; further: potency means the concentration at half of the fitted maximal effect; on the % scale 0 is the no-effect control and ±100 the full control effect; nearly all actives have a fitted effect of over 50% in size
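Rat TrxR1, dispensed at 90 nM, was prereduced with 400 uM NADPH (final) for 5 min at ~22 deg C, then incubated with compound 15 min before 400 uM selenite. A first-read NADPH fluorescence drop versus no-compound background flagged substrates.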
GRP78 ERSR act = inducers of ER stress response in human glioma cells | U87-MG GRP78 promoter luciferase reporter, 16 h | Potency, µM, for inactives: at the highest dose activation, actives largely listed as activators | 420,000 compounds, 0.02% hits; further: potency means the concentration at half of the fitted maximal effect; series mostly up to about 76 µM; % of control where 0% means no effect; nearly all actives have a fitted effect of over 35% in size
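Stably transfected U87-MG human glioma cells carrying a GRP78-based luminescent sensor were seeded at 1000 cells/well, pin-dosed with compounds and incubated 16 h. Luciferase reagent was then added, and end-point luminescence was read after 10 min at room temperature.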
rTrxR1 inhibitor = blocks rat thioredoxin reductase 1. O89049. recombinant rTrxR1, NADPH fluorescence consumption, selenite substrate. Potency, µM (highest dose often 114 µM), inactives show at the highest dose activity change, negative = inhibition, actives largely listed as inhibitors. 390,000 compounds, 1% hits. AID 588453; further: potency means the concentration at half of the fitted maximal effect; on the % scale 0 is the no-effect control and ±100 the full control effect; nearly all actives have a fitted effect of over 65% in size
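Rat TrxR1 (90 nM in the dispensed reagent) was pre-reduced with 400 uM NADPH for 5 min at room temperature, then incubated with compound for 15 min. After 400 uM selenite was added, NADPH fluorescence (Ex 340/Em 450 nm) was followed for 8 min.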
USP1 inh = blocks the human USP1/UAF1 deubiquitinase complex; O94782; recombinant USP1/UAF1, Ub-Rhodamine cleavage fluorescence; Potency, µM (doses to about 57.1 µM), without a hit: top-dose activity change, negative = inhibition, usual class: inhibitors; 390,000 compounds, 0.23% hits; further: potency means the concentration at half of the fitted maximal effect; on the % scale 0 is the no-effect control and ±100 the full control effect; nearly all actives have a fitted effect of over 60% in size; inactives centre near -12
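In this screen, compounds sit with the deubiquitinase complex (1nM) for 15 min at room temperature before Ub-Rho is added at 150nM final. Fluorescence rise is then followed for 6 reads every 60 seconds.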
Numbers without * were called inactive; [ ] = remark or other dose. Unless noted, the call rests on the fitted dose curve; in most records, active means well fitted curve in the direction sought with a large enough effect; inconclusive means small, poorly fitted or top-dose-only effect, or another doubt; inactive means no such curve, though single readings can be large; an effect the other way counts as inactive or inconclusive. Some of the compounds tested; rates above refer to the full screens.

`COc1ccccc1C1c2c(C)nn(-c3ccccc3)c2NC(=O)C1NC(=O)c1ccccc1` (stereo not given) gave Vif-A3G inh -1%, mIDH1 inhibitor -6%, LDHA inh -4, RGS4 inhibitor -18%, Vif-APOBEC3F blk -15%, TrxR1 substrate -12%, GRP78 ERSR act -6%, rTrxR1 inhibitor -8% and USP1 inh -23%.
Cn1c(CCC(=O)Nc2ccc(F)cc2)nc2cc(S(=O)(=O)N3CCOCC3)ccc21 was read as Vif-A3G inh 1%, mIDH1 inhibitor -6%, LDHA inh -7, RGS4 inhibitor -27%, Vif-APOBEC3F blk 2%, TrxR1 substrate -2%[57.1 µM], GRP78 ERSR act -2%, rTrxR1 inhibitor -1%[57.1 µM] and USP1 inh -22%.
`O=C1CSC(c2ccccc2[N+](=O)[O-])N1CCc1ccccc1` (stereo not given) gave Vif-A3G inh 6%, mIDH1 inhibitor 12%, LDHA inh 0, RGS4 inhibitor 6%[11.4 µM], Vif-APOBEC3F blk 2%, TrxR1 substrate 6%, GRP78 ERSR act -2%, rTrxR1 inhibitor 14% and USP1 inh inconclusive.
CCC(=O)N(C)C[C@H]1Oc2cc(-c3cccnc3)ccc2S(=O)(=O)N([C@H](C)CO)C[C@H]1C was read as Vif-A3G inh 0%, mIDH1 inhibitor -1%, LDHA inh -7, Vif-APOBEC3F blk -1%, GRP78 ERSR act -3% and USP1 inh -16%.
`CCSc1nnc(NC(=O)CCCOc2ccc(C)cc2)s1` gave Vif-A3G inh 1%, mIDH1 inhibitor 3%, LDHA inh -11, RGS4 inhibitor 11%, Vif-APOBEC3F blk 1%, TrxR1 substrate -9%, GRP78 ERSR act -3%, rTrxR1 inhibitor 17%[57.1 µM] and USP1 inh 6%.
Screening COc1ccc(OC)c(C(=O)COC(=O)COc2ccccc2)c1 returned Vif-A3G inh 0%, mIDH1 inhibitor 0%, LDHA inh 2, RGS4 inhibitor -39%, Vif-APOBEC3F blk -7%, TrxR1 substrate -5%, GRP78 ERSR act -6%, rTrxR1 inhibitor -42% and USP1 inh -10%.
Screening CCCC(=O)Nc1ccc2nc(SCC(=O)Nc3ccc(N4CCOCC4)c(Cl)c3)sc2c1 returned Vif-A3G inh -6%, mIDH1 inhibitor 3%, LDHA inh -9, RGS4 inhibitor -4%, Vif-APOBEC3F blk 0%, TrxR1 substrate -5%, GRP78 ERSR act 5%, rTrxR1 inhibitor 6% and USP1 inh -6%.
For Cc1nc(-c2cccc(NS(=O)(=O)c3cccc4ccccc34)c2)cs1 the results were Vif-A3G inh -1%, mIDH1 inhibitor 3%, LDHA inh 7, RGS4 inhibitor -1%, Vif-APOBEC3F blk 5%, TrxR1 substrate -1%, GRP78 ERSR act -3%, rTrxR1 inhibitor 14% and USP1 inh -8%.
COc1cc(/C=N/Nc2nc3ccccc3[nH]2)cc(Br)c1OCC(=O)N(C)C was read as Vif-A3G inh 0%, mIDH1 inhibitor -4%, LDHA inh -2, RGS4 inhibitor -40%, Vif-APOBEC3F blk 7%, TrxR1 substrate 5%, GRP78 ERSR act -4%, rTrxR1 inhibitor 11%[57.1 µM] and USP1 inh -10%.
For Nc1ncc(-c2ccccc2)c(-c2ccc(OCc3ccccc3)cc2O)n1 the results were Vif-A3G inh 1%, mIDH1 inhibitor -6%, LDHA inh -3, RGS4 inhibitor -3%, Vif-APOBEC3F blk -7%, TrxR1 substrate -3%, GRP78 ERSR act 8%, rTrxR1 inhibitor 6% and USP1 inh -15%.
Screening CCC(C(=O)O)N1C(=O)c2ccccc2C1=O (stereo not given) returned Vif-A3G inh -1%, mIDH1 inhibitor 0%, LDHA inh -12, RGS4 inhibitor -6%, Vif-APOBEC3F blk -8%, TrxR1 substrate 9%, GRP78 ERSR act -2%, rTrxR1 inhibitor 14% and USP1 inh -10%.
Screening O=C(CC(=O)c1ccccc1)Nc1cc([N+](=O)[O-])ccc1Cl returned Vif-A3G inh -1%, mIDH1 inhibitor 6%, LDHA inh -1, RGS4 inhibitor -30%, Vif-APOBEC3F blk -8%, TrxR1 substrate -9%, GRP78 ERSR act 1%, rTrxR1 inhibitor 14%[57.1 µM] and USP1 inh -11%.
Screening O=C(O)c1ccc([N+](=O)[O-])nc1 returned Vif-A3G inh 2%, mIDH1 inhibitor 2%, LDHA inh 0, Vif-APOBEC3F blk 5%, GRP78 ERSR act -7% and USP1 inh -3%.
Cc1cc(C(=O)N/N=C/c2ccc(C)o2)c2ccccc2n1 was read as Vif-A3G inh inconclusive, mIDH1 inhibitor 9%, LDHA inh 0, RGS4 inhibitor -7%, Vif-APOBEC3F blk -7%, TrxR1 substrate -11%, GRP78 ERSR act -4%, rTrxR1 inhibitor -17% and USP1 inh -15%.
Screening Cc1cc(OCC(=O)N(C)c2ccccc2)cc2c1C(=O)CC(C)(C)O2 returned Vif-A3G inh -7%, mIDH1 inhibitor 3%, LDHA inh -5, RGS4 inhibitor -54%, Vif-APOBEC3F blk -16%, TrxR1 substrate 10%, GRP78 ERSR act -3%, rTrxR1 inhibitor 17%[11.4 µM] and USP1 inh -7%.
Screening CN(C)S(=O)(=O)c1cccc(NC(=O)CCCSc2ccccc2)c1 returned Vif-A3G inh 0%, mIDH1 inhibitor 5%, LDHA inh 3, RGS4 inhibitor -9%, Vif-APOBEC3F blk 14%, TrxR1 substrate -5%, GRP78 ERSR act 3%, rTrxR1 inhibitor -4% and USP1 inh -9%.
`O=C(N/N=C/C=C/c1ccccc1[N+](=O)[O-])c1cccnc1` gave Vif-A3G inh 2%, mIDH1 inhibitor 4%, LDHA inh 1, RGS4 inhibitor -18%, Vif-APOBEC3F blk -5%, TrxR1 substrate -22%[57.1 µM], GRP78 ERSR act 1%, rTrxR1 inhibitor 14%[57.1 µM] and USP1 inh -7%.
Screening NC(=S)N=Nc1c(O)cc(O)c2[nH]c(=O)ccc12 returned Vif-A3G inh -2%, mIDH1 inhibitor 18%, LDHA inh 34, RGS4 inhibitor inconclusive, Vif-APOBEC3F blk 11%, TrxR1 substrate -21%, GRP78 ERSR act -1%, rTrxR1 inhibitor inconclusive and USP1 inh 18µM*.
`Oc1ccccc1C=NN=Cc1ccccc1Cl` gave Vif-A3G inh -1%, mIDH1 inhibitor 3%, LDHA inh -1, RGS4 inhibitor -8%, Vif-APOBEC3F blk 2%, TrxR1 substrate -5%[11.4 µM], GRP78 ERSR act 3%, rTrxR1 inhibitor -15%[11.4 µM] and USP1 inh 3%.
Cc1cccc(OCC(=O)N/N=C/C=C/c2ccco2)c1 was read as Vif-A3G inh -18%, mIDH1 inhibitor 1%, LDHA inh 12, RGS4 inhibitor -46%, Vif-APOBEC3F blk -2%, TrxR1 substrate -8%, GRP78 ERSR act inconclusive, rTrxR1 inhibitor inconclusive and USP1 inh -22%.
For CCN(CC)c1ccc(/C=N/N2C(=O)c3ccccc3C2=O)c(O)c1 the results were Vif-A3G inh -22%, mIDH1 inhibitor -1%, LDHA inh 4, RGS4 inhibitor 15%, Vif-APOBEC3F blk 4%, TrxR1 substrate -4%, GRP78 ERSR act 1%, rTrxR1 inhibitor -13% and USP1 inh -14%.
Screening COc1ccccc1-c1c(C)oc2c(CN3CCOCC3)c(O)ccc2c1=O returned Vif-A3G inh 2%, mIDH1 inhibitor 7%, LDHA inh 1, RGS4 inhibitor 30%, Vif-APOBEC3F blk 1%, TrxR1 substrate 300%[activator], GRP78 ERSR act -1%, rTrxR1 inhibitor -27% and USP1 inh 3%.
`O=C(CCl)N1CCN(S(=O)(=O)c2ccc3ccccc3c2)CC1` gave Vif-A3G inh -11%, mIDH1 inhibitor 52µM*, LDHA inh -4, RGS4 inhibitor -36%, Vif-APOBEC3F blk 10%, TrxR1 substrate 10%, GRP78 ERSR act -16%, rTrxR1 inhibitor 8.9µM* and USP1 inh -20%.
For CN(Cc1nc(Cc2cccc(F)c2)no1)CC1COCCO1 (stereo not given) the results were Vif-A3G inh -1%, mIDH1 inhibitor 24%, LDHA inh -6, RGS4 inhibitor -6%, Vif-APOBEC3F blk 0%, TrxR1 substrate 9%[11.4 µM], GRP78 ERSR act -4%, rTrxR1 inhibitor 28%[11.4 µM] and USP1 inh 4%.
Screening O=C(c1cccc(S(=O)(=O)N2CCCC2)c1)N1CCCC(C(F)(F)F)C1 (stereo not given) returned Vif-A3G inh -2%, mIDH1 inhibitor 2%, LDHA inh 1, RGS4 inhibitor -2%, Vif-APOBEC3F blk 5%, TrxR1 substrate 13%[57.1 µM], GRP78 ERSR act -3%, rTrxR1 inhibitor 6% and USP1 inh inconclusive.

Screening data (PubChem)
